# Compound activity: PubChem BioAssay, NCI
# Growth percent in the NCI-60 one-dose screen (48 h, 10 µM unless noted): 100 = growth as untreated, 0 = no growth, -100 = all killed.
# NCI-H226: NCI-H226 lung cancer; 79,000 compounds, 3.5% hits; AID 1794732
# NCI-H23: NCI-H23 lung cancer | 80,000 compounds, 4% hits | AID 1794731
# NCI/ADR-RES: NCI/ADR-RES ovarian cells. 81,000 compounds, 4.4% hits
# NCI-H460: NCI-H460 lung cancer. 82,000 compounds, 6.8% hits. AID 1794736
# KM12: KM12 colon cancer cells | 82,000 compounds, 5% hits | AID 1794800
# COLO 205: COLO 205 colon cancer | AID 1794742 | 79,000 compounds, 7.3% hits
# IGROV1: IGROV1 ovarian cancer. 79,000 compounds, 4.7% hits
# NCI-H322M: NCI-H322M lung cancer; 80,000 compounds, 2.7% hits; AID 1794733
# NCI-H522: NCI-H522 lung cancer | 78,000 compounds, 8% hits
# Starred values were filed as active, the others as inactive; x = no result given; & = joins results of further samples. How the source made its calls: active means growth percent below 10; inactive means the rest.
SMILES,NCI-H226,NCI-H23,NCI/ADR-RES,NCI-H460,KM12,COLO 205,IGROV1,NCI-H322M,NCI-H522
COc1cc2ccccc2cc1C(=O)NC(=S)Nc1ccc(-c2nc3ccccc3[nH]2)cc1,102,73,59,69,68,x,83,91,90
NCC(O)C(O)C(O)CO (stereo not drawn),96,111,120,121,104,108,105,102,83
c1csc(-c2cc3nc(N4CCOCC4)nc(-c4cccs4)n3n2)c1,107,110,100,103,95,115,105,102,85
CC(C)(C)NC(=O)Nc1ncccc1OCc1ccccc1Cl,47,51,57,76,83,87,85,75,48
COc1ccc(Nc2[nH]n3c(=O)cc(-c4ccccc4)nc3c2C(=O)Nc2ccccc2)c(OC)c1,95,92,95,108,91,108,98,102,86
COc1cc(OC)c(NC(=O)C(Sc2nc(C)cc(C)c2C#N)c2ccccc2)cc1Cl (stereo not drawn),102,97,97,110,96,104,93,106,82
CC1CN(c2nc3sc4c(c3c(=O)[nH]2)CCCC4)CC(C)O1 (stereo not drawn),101,95,103,106,104,111,92,94,94
COc1ccc(NC(=O)[C@H](C)N)cc1C(=O)Nc1cccc(C2CC(=O)c3c(cc(OC)c(OC)c3OC)O2)c1 (stereo partly drawn),86,x,86,97,87,115,99,97,82
COc1c(OC)c(OC)c2c(=O)cc(-c3ccc4c(c3)OCO4)oc2c1OC,95,99,86,100,112,107,108,123,86
Cn1ncc2c(Nc3ccc(Br)cc3)ncnc21,92,103,100,100,109,108,103,115,96
COc1cc2c(cc1-c1c(C)noc1C)ncc1nc(C3CCOCC3)n([C@H](C)COC(F)F)c12,55,60,38,59,47,32,59,41,31
O=c1ccc2nc(-c3ccccc3)nn(-c3ccccn3)c-2c1,92,91,101,106,104,-69*,89,102,-60*
N#CCN(CC#N)CCN(CC#N)CC#N,104,102,104,114,107,128,107,107,100
COc1cc(C2CC(O)(c3ccc(Cl)nc3)C(C(=O)c3ccc(Cl)nc3)C(c3cc(OC)c(OC)c(OC)c3)C2C(=O)c2ccc(Cl)nc2)cc(OC)c1OC (stereo not drawn),98,96,90,97,98,88,88,89,80
COc1ccc(C2=Nc3cccc4c3N(CCC4)C2c2ccc(OC)cc2)cc1 (stereo not drawn),75,72,88,87,85,75,68,84,61
O=C(O)c1cc(I)c(O)c(I)c1,96,106,108,121,98,157,123,96,111
CN1c2ccccc2[C@@]23CCC[C@@]12Nc1ccccc1C3,110,108,107,125,106,110,109,94,98
[N-]=[N+]=Nc1nc(NC2CCCC2)nc(-c2ccc(C(F)(F)F)cc2)n1,77,87,79,81,72,93,75,81,82
CN1C(=O)C2(Nc3cc(Cl)ccc3-c3ccnn32)c2ccccc21 (stereo not drawn),88,88,91,109,106,114,100,88,92
CC(C)=CC(=O)OCC(=O)O[C@@H]1C[C@]2(C(C)C)O[C@@]1(C)[C@@H]1CC[C@@H](C)[C@H]1[C@@H]2OC(=O)/C=C/c1ccccc1,55,76,31,93,89,106,108,91,70
CCOC(=O)C1=NNC(c2ccc(Cl)cc2)C1C(=O)N1C(=S)NC(=O)C1CC(C)C (stereo not drawn),92,99,100,105,101,109,77,95,88
Cc1cc(N2CCN(C)CC2)nc(N(CCNc2ccnc3cc(Cl)ccc23)Cc2ccco2)n1,93,58,39,24,34,-5.8*,18,51,54
CCOC(=O)N1C[C@@H](C)N(C(=S)Nc2ccccc2)C[C@@H]1C,100,106,108,114,106,107,110,94,104
c1ccc(-c2c(-c3ccccc3)[n+](Cc3ccc4ccccc4c3)c(-c3ccccc3)n2Cc2ccc3ccccc3c2)cc1,-67*,-81*,-66*,-76*,-83*,-58*,-76*,-97*,-76*

# Fetched by structure from the list above (three):
SMILES,NCI-H226,NCI-H23,NCI/ADR-RES,NCI-H460,KM12,COLO 205,IGROV1,NCI-H322M,NCI-H522
O=c1ccc2nc(-c3ccccc3)nn(-c3ccccn3)c-2c1,92,91,101,106,104,-69*,89,102,-60*
NCC(O)C(O)C(O)CO (stereo not drawn),96,111,120,121,104,108,105,102,83
O=C(O)c1cc(I)c(O)c(I)c1,96,106,108,121,98,157,123,96,111

# Additional results:
SMILES,NCI-H226,NCI-H23,NCI/ADR-RES,NCI-H460,KM12,COLO 205,IGROV1,NCI-H322M,NCI-H522
COc1ccc(-c2nnc(CNc3ccc(Cl)cc3)o2)cc1,80,98,98,97,89,106,99,96,83
COc1cccc(OC)c1-c1cnc2nonc2n1,99,93,110,104,89,103,101,91,82
COc1cc(-c2nn(C(C)(C)C)cc2-c2ccnc(NCCCNS(=O)(=O)c3ccccc3)n2)ccc1Cl,66,74,71,71,86,101,55,87,x
O=C1CCC(NCCO)N1 (stereo not drawn),109,102,99,101,102,117,99,106,94
NC(=S)N/N=C/c1c[nH]c(=O)[nH]c1=O,x,102,103,103,103,113,106,x,102
Cc1cc2nc(C(Cl)Cl)nc(C)n2n1,100,101,102,106,107,118,97,97,93
CCOC(=O)OC/C=C/c1ccccc1,101,97,105,102,97,85,126,115,75
O=C(c1ccc(Cl)cc1)C1[C@H](c2ccc(Cl)cc2)[C@@H](c2ccccc2)NC12C(=O)Nc1ccc(Cl)cc12 (stereo partly drawn),61,x,53,44,44,78,55,65,65
O=c1oc2c(cnc3ccccc32)cc1-c1cccc([N+](=O)[O-])c1,104,103,105,105,113,111,105,102,92
CCOC(=O)C[N+]1(CC(=O)OCC)CCCCC1,101,100,100,100,x,104,105,106,79
OCC(O)CNc1ncnc2cc(Cl)ccc12 (stereo not drawn),85,100,98,105,102,103,107,102,105
COc1ccc2cc([C@@H]3C[C@@H]3CCO)ccc2c1,93,90,96,105,91,96,99,96,86
Cc1c(OCC(=O)c2ccccc2)ccc2c1oc(=O)c1ccccc12,99,110,101,101,98,117,116,115,110
COc1cc(/C=C2/N=C(c3ccccc3)N(C(=O)c3ccc4ccccc4c3)NC2=O)ccc1O,87,93,91,107,105,x,104,101,84
O=S(=O)(Nc1ccc(N2CCOCC2)c(F)c1)c1ccc(-c2cnc(C3CC3)o2)cc1,91,90,86,100,99,106,88,94,82
NC(N)=NC1NCC(=O)S1 (stereo not drawn),105,100,99,105,113,142,100,91,90
CC(=O)OCC1OC(OCC(OC(C)=O)C(OC(C)=O)C(OC(C)=O)C(C#N)OC(C)=O)C(OC(C)=O)C(OC(C)=O)C1OC(C)=O (stereo not drawn),110,100,94,105,104,106,x,104,103
Cc1cc2nc3ccccc3n2c2cc(OCCCCl)ccc12,87,77,88,99,102,99,77,106,83
O=C(CCCOc1ccc(Br)cc1)Nc1ncc(Cc2ccc(F)cc2)s1,89,86,74,90,36,63,78,79,75
COC(=O)C(Cc1cn(-c2ccc3oc(=O)ccc3c2)nn1)(Cc1cn(-c2ccc3ccc(=O)oc3c2)nn1)C(C)=O (stereo not drawn),107,88,105,103,103,108,99,91,99
O=C(N/C(C(=O)N1CCCCC1)=C(\Br)c1ccc(/C(Br)=C(/NC(=O)c2ccccc2)C(=O)N2CCCCC2)cc1)c1ccccc1,95,99,98,114,111,114,99,103,96
CCOC(=O)C1CSC(N)=N1 (stereo not drawn),106,99,109,100,104,111,102,107,94
CC(C)/C=C/CC[C@](C)(O)[C@H]1CC[C@]2(C)[C@@H]1CC[C@@H]1[C@@]3(C)C/C(=C/c4ccccn4)C(=O)C(C)(C)[C@@H]3CC[C@]12C,81,68,93,67,70,78,108,104,67
CC1CCc2c(sc3nc(SCC(=O)c4cccc(Br)c4)n(-c4ccccc4)c(=O)c23)C1 (stereo not drawn),20,11,35,55,90,25,34,75,40
Cc1cccc(C)c1NC(=S)NC=C(C(N)=O)C(N)=O,99,94,102,105,107,103,110,108,99
COc1cc2c(cc1C)NC(=O)/C2=C\c1c[nH]c2cc(C)c(OC)cc12,103,90,94,90,35,100,159,82,77
CC(C)NCC(O)c1ccc2ccccc2c1 (stereo not drawn),104,97,98,112,105,120,117,103,103
CC(C)=C[C@@H]1CC2Cc3cc(Cl)ccc3N1O2 (stereo partly drawn),88,92,98,108,104,107,86,80,89
C=CCOC(=O)[C@@H]1CCCN1CC=C,101,99,100,102,103,121,106,103,99
CCOC(=O)CCCCN(C)CCCCC(=O)OCC,101,102,109,107,110,107,101,103,105
CC1=C(C(=O)OCc2ccccc2)C(c2sccc2C)NC(=O)N1 (stereo not drawn),91,100,115,109,102,111,120,105,90
Cc1cc(=O)[nH]c(O)c1C#N,101&101&103,98&100&103,105&106&106,104&108&105,116&102&108,104&107&111,103&100,99&98&96,97&101&101
CC(C)(C)OC(=O)N1CCc2c(sc3ncnc(N/N=C/c4cccc(Br)c4)c23)C1,67,55,42,21,62,13,44,x,34
C=C1CCC2C3(C)COC(c4cccc(F)c4)OC3CCC2(C)C1CC(O)C1=CCOC1=O (stereo not drawn),73,83,4.5*,82,60,61,61,90,24
CC(=O)C1=C(C)NC(NN)=NC1c1ccccc1 (stereo not drawn),84,94,113,102,102,114,88,113,x
CC1=NN(c2ccccc2)C(=O)C1N=Nc1ccccc1S(=O)(=O)O (stereo not drawn),108&99,101&96,106&101,115&114,111&109,118&113,114&98,111&97,75&100
C=CCc1cc2c(C)cc(=O)oc2c(C)c1OC(C)=O,95,106,100,120,101,108,101,98,95
COc1cccc(NC(=O)Nc2ccc(Nc3ncnc4sc(C(=O)NCCC(=O)NO)c(C)c34)cc2)c1,88,97,102,102,100,113,104,101,95
O=C1/C(=C\c2ccc(Br)o2)SC(=S)N1CCc1ccc(O)cc1,97,50,99,107,19,98,63,88,38
COc1ccc2c(c1)c(C(=O)c1nc(-c3c[nH]c4ccccc34)no1)cn2C,96,99,110,93,92,90,79,98,87
COc1ccc(Cc2nnc(SC)n2-c2ccc(F)cc2)cc1OC,98,112,109,104,108,145,113,99,x
COc1ccc(C(=O)/C=C/c2c(C(F)(F)F)nc3sccn23)cc1OC,54,23,4.9*,-47*,11,27,82,35,93
CC(C)(C)NC(=O)C1C2C=CC(O2)C1C(=O)O (stereo not drawn),117,100,113,118,104,105,112,112,105
CCC(COC(=O)c1ccccc1)NC(C)C (stereo not drawn),109,101,109,113,110,105,99,102,107
CS(=O)(=O)c1ccc(C(=O)N=Nc2c(O)[nH]c3ccc(Cl)cc23)cc1,100,89,95,71,88,120,100,97,96
O=C(O)Cc1cc(=O)[nH]c(=O)[nH]1,96,113,114,115,106,120,x,93,80
c1ccc(COc2cccc(-c3nc4sccn4c3-c3ccccc3)c2)cc1,87,88,100,102,102,118,88,x,81
CCCCO[C@@H]1C=C2[C@H]3CC(C)(C)C(=O)C[C@]3(C(=O)O[C@@H]3O[C@H](CO[C@@H]4O[C@H](CO)[C@@H](OC5OC(C)C(O)C(O)C5O)[C@H](O)[C@H]4O)[C@@H](O)[C@H](O)[C@H]3O)CC[C@@]2(C)[C@]2(C)CC[C@H]3C(C)(C)C(=O)CC[C@]3(C)[C@@H]12 (stereo partly drawn),46,60,84,92,75,97,69,84,68
CC1(C)OC2OC3C(CNCCO)OC(c4ccccc4)OC3C2O1 (stereo not drawn),106,107,109,119,112,103,114,124,x
N#Cc1c(-c2ccc(Cl)cc2)cc(-c2ccccc2)nc1OCc1ccccc1,75,77,76,52,83,106,87,97,69
CC(C)(C)C(OCc1cn([C@H]2C[C@@H](O)[C@@H](CO)O2)c(=O)[nH]c1=O)c1ccc(C#Cc2ccccc2)cc1[N+](=O)[O-] (stereo partly drawn),96,103,99,64,93,96,102,102,69
CCCCCC(=O)Nc1ccc(S(=O)(=O)NO)cc1,104,98,104,103,100,120,102,79,69
COc1ccc(C(c2cc(OC)c(OC)c(OC)c2)N2CCN(c3ccccc3)CC2)cc1 (stereo not drawn),101,84,86,97,65,93,73,84,56
CC1(C)CC[C@]2(C(=O)O)CC[C@]3(C)C(=CC[C@@H]4[C@@]5(C)CC[C@H](NOCCCN)C(C)(C)[C@@H]5CC[C@]43C)[C@@H]2C1,90,91,99,73,81,20,99,94,97
N/N=C1\CCC(C(=O)NN)C1 (stereo not drawn),103,99,108,113,103,116,113,110,106
O=CN1N=C(c2cccc(Nc3ccncc3)c2)CC1c1ccccc1 (stereo not drawn),89,94,101,106,93,105,100,101,83
COc1ccc(-c2ccccc2)cc1C(=O)c1ccc(-c2ccccc2)cc1,88,74,41,89,49,82,64,75,43
Cc1c(C(=O)NC(Cc2ccccc2)C(O)C(=O)NCc2ccccc2)[nH]c2ccccc2c1=O (stereo not drawn),98,94,99,103,106,119,99,100,91
Oc1ccc(C2CCCCC2)c(O)c1,98,96,101,114,116,120,95,112,87

# Entries above with bromine (six):
SMILES,NCI-H226,NCI-H23,NCI/ADR-RES,NCI-H460,KM12,COLO 205,IGROV1,NCI-H322M,NCI-H522
Cn1ncc2c(Nc3ccc(Br)cc3)ncnc21,92,103,100,100,109,108,103,115,96
O=C(CCCOc1ccc(Br)cc1)Nc1ncc(Cc2ccc(F)cc2)s1,89,86,74,90,36,63,78,79,75
O=C(N/C(C(=O)N1CCCCC1)=C(\Br)c1ccc(/C(Br)=C(/NC(=O)c2ccccc2)C(=O)N2CCCCC2)cc1)c1ccccc1,95,99,98,114,111,114,99,103,96
CC1CCc2c(sc3nc(SCC(=O)c4cccc(Br)c4)n(-c4ccccc4)c(=O)c23)C1 (stereo not drawn),20,11,35,55,90,25,34,75,40
CC(C)(C)OC(=O)N1CCc2c(sc3ncnc(N/N=C/c4cccc(Br)c4)c23)C1,67,55,42,21,62,13,44,x,34
O=C1/C(=C\c2ccc(Br)o2)SC(=S)N1CCc1ccc(O)cc1,97,50,99,107,19,98,63,88,38
